IEC-6 cytotox: cytotoxicity in IEC-6 intestinal epithelial cells, primary screen, cytotoxicity control for KLF5 inhibitor project, cell-based, luminescence. inhibition, % at 5 µM. hit rate 0.78% among 290,000. IEC-6 cytotoxicity, luminescence viability. AID 1825, 2009; in the data active = inhibition above about 22%;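 also: 0% = plate median of test compound wells and 100% = cytotoxic reference compound wells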
HSF-1 act: HSF-1 activators, primary screen, NIH3T3-HGL cells, MG132 stress, luminescence, single point; NIH3T3-HGL HSF-1 luciferase reporter, 8 h; 100% = twice DMSO control signal; activation, % at 9 µM; hit rate 1.7% among 300,000; AID 504408, 2011;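 active = mean replicate activation of at least 50% with a set share of replicates each reaching 50%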;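 also: 0% = median of the neutral control wells and 100% = twice that signal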
KLF5 inh: KLF5 expression inhibitors, primary screen, DLD-1 cells, luminescence; hit rate 0.23% among 290,000; DLD-1 KLF5 promoter-luciferase reporter; AID 1700, 2009; inhibition, % at 5 µM;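 active = inhibition above a per-plate limit of that plate's mean compound inhibition plus 3 SD, cut at about 60% in these data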;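 also: 0% = DMSO wells and 100% = LY294002 at 200 µM; higher means less KLF5 promoter-driven luciferase light; inactives centre near -14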
HSF1 inhib: HSF1 inhibitors in luciferase reporter cells, primary screen, cell-based, NIH3T3, luminescence. NIH3T3-HGL HSE-luciferase, MG132-induced, luminescence 8 h; hits give low values. activity change, negative = inhibition, % at 7.5 µM (by protocol). hit rate 0.77% among 300,000. AID 2098, 2009;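 active = more than half of replicate wells show activity change below -50%, luminescence cut by over half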;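 also: luciferase reports HSF-1 transcriptional activity via heat shock element; 0% = median of DMSO wells and -100% = zero luminescence signal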
HSP90 inh: HSP90 inhibitors, primary screen, cell lysate, luminescence | inhibition, % at 5.6 µM | hit rate 0.91% among 290,000 | Rabbit reticulocyte lysate, luciferase refolding luminescence, 3 h | Heat shock protein HSP 90 (rabbit reticulocyte lysate; luciferase refolding);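 active = inhibition above the screen-wide mean plus 3 SD, computed separately per campaign, cut at about 16% in these data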;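 also: 0% = DMSO wells and 100% = 60 µM geldanamycin wells; inhibitors lower the luminescence because luciferase stays unfolded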
HDAC3 inhib: HDAC3 deacetylase inhibitors, primary screen, biochemical, fluorescence, cell-free homogeneous; recombinant HDAC3, fluorogenic peptide/trypsin coupled; inhibition, % at 8.3 µM; hit rate 0.15% among 320,000; AID 2718, 2010; in the data active = inhibition above about 26%, passing the limit was not always enough
Target sequence (O15379 whole entry, looked up): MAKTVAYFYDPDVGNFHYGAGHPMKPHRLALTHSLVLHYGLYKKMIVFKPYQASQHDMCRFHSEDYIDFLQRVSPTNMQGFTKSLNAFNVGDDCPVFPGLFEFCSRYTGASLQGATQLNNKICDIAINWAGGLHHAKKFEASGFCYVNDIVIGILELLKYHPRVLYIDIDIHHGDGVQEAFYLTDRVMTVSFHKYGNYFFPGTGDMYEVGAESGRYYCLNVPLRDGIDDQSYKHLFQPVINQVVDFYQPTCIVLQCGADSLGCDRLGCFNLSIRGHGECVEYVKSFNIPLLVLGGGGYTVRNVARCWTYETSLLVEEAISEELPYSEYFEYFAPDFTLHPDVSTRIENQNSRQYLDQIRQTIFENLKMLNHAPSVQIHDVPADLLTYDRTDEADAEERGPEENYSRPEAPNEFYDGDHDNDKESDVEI
Platelet DG rel: inhibitors of platelet dense granule secretion, primary screen, cell-based, MLPCN, human platelets; inhibition, %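 (compounds screened at 7.5 µM in platelet-rich plasma)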; human platelet-rich plasma, SFLLRN dense granule ATP release, luminescence; AID 1663, 2009; hit rate 0.22% among 300,000;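 active = mean replicate score, as percent of positive control, at or above 50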
HIF act: HIF pathway transcriptional activators, primary screen, cell-based, U2OS HRE-luciferase, luminescence. U2OS HRE-luciferase reporter; normalized: DMSO 0%, desferrioxamine 100%. activation, % at 7.5 µM (by protocol). AID 1910, 2009. hit rate 0.32% among 300,000;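 active = mean activation of at least 10% of the iron chelator positive control signal, with at least half of replicates also reaching 10%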
aSyn UTR inh: MLPCN primary screen, SNCA 5' untranslated region; AID 1813, 2009; alpha-synuclein 5'UTR reporter, inhibitor activity; hit rate 0.82% among 300,000; inhibition, % (tested at 7.5 µM); in the data active = inhibition above about 60%;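 also: H4 neuroglioblastoma cells stably carrying SNCA 5'UTR luciferase fusion; 0% = DMSO wells and 100% = positive control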
AI-2 QS mod: Vibrio harveyi AI-2 quorum sensing modulators, primary screen, JMH597 strain, luminescence/OD600 ratio. Vibrio harveyi JMH597 AI-2 luminescence/OD600 ratio, 9 h; hits give low values; strain lacks LuxN and CqsS sensors; 0 = neutral-control median. activity change, % at 7.5 µM. hit rate 0.4% among 300,000. AID 2094, 2009; in the data active = activity change below about -75%, passing the limit was not always enough;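 also: luminescence divided by OD600 gain over 9 h not by final OD600 alone; inactives centre near 13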
* hit, by the source's call; . = no result given.

SMILES	IEC-6 cytotox	HSF-1 act	KLF5 inh	HSF1 inhib	HSP90 inh	HDAC3 inhib	Platelet DG rel	HIF act	aSyn UTR inh	AI-2 QS mod
C=C(C)Cn1c(C)cc(C)c(S(=O)(=O)c2cccc(C)c2)c1=O	3	11	2	-4	5	6	1	-0.4	11	22
S=c1nc[nH]c2c1sc1nc(-c3ccccc3)c3c(c12)CCCC3	7	28	-3	1	1	-3	-4	0.0	20	1
Cc1cc(CNC(=O)C2CCC(=O)N(CCc3cccc(F)c3)C2)on1 (stereo not drawn)	-1	10	-12	-3	-1	-1	-2	-0.2	0	-5
Cc1ccc(CCNCc2c(C(=O)O)c(C)n(-c3ccccc3)c2C)cc1	-2	7	-13	-3	-3	.	12	0.3	0	7
CS(=O)(=O)Nc1ccccc1C(=O)Nc1ccccc1C(=O)N1CCCC1	-3	6	-7	-1	-4	-5	2	-0.6	-20	18
COc1ccccc1NC(=O)c1cc(Cl)nnc1Cl	-3	-5	-5	-2	0	-2	4	-0.6	-30	12
CN(CCN1CCc2ccccc2C1)Cc1nc(-c2ccc3c(c2)OCO3)no1	-4	5	-27	2	0	-1	3	-0.9	6	31
O=C(CC(c1ccccc1)c1cc(Br)ccc1O)NCCN1CCOCC1 (stereo not drawn)	-4	12	-23	6	-1	0	1	-0.4	4	5
COc1ccc(CNC(=O)CN(C)S(=O)(=O)c2ccc3c(c2)n(C)c(=O)c(=O)n3C)cc1	-2	-1	-1	-2	-1	0	-1	0.1	9	14
Clc1ccc(-c2ncc3ccccn23)c(Cl)c1	-3	69*	-37	56	4	-4	9	3.8	-17	8
COc1ccc(C(=O)NCC(=O)OCC(=O)c2ccc3c(c2)OCCO3)cc1	3	-1	-37	0	-1	-1	0	-0.2	2	5
COc1cc(/C=C(\C#N)C(=O)NCC2CCCO2)ccc1O (stereo not drawn)	0	19	-24	0	1	5	5	0.5	-2	1
O=C(O)c1ccc(CSc2nnnn2-c2ccc(F)cc2)cc1	-2	-2	-23	0	-5	3	0	0.2	11	37
CCOC(=O)c1ccc2nc3c(cc2c1)CCS3	-2	-27	-118	-5	-1	1	-3	2.2	-148	43
Nc1nc2ccccc2n1CCN1CCCC1	1	0	-15	-1	0	2	-3	0.4	7	23
CC1CCCc2sc3ncn(N)c(=N)c3c21 (stereo not drawn)	3	-17	-15	-21	2	-4	13	1.7	0	23
C=CCN1c2ccccc2[C@]23C[C@@H](C(=O)OC)N(C(=O)c4ccco4)C2=NC(C(=O)OC)=C(C(=O)OC)[C@H]13	.	-16	.	-8	.	2	-3	-0.5	-16	14
O=C(Nc1ccnn1C1CCN(Cc2ccccc2F)CC1)C1CCCC1	-12	22	-19	4	0	-2	4	-0.1	-4	52
Cc1cc(NC(=O)c2ccc(Cl)c([N+](=O)[O-])c2)no1	-5	-3	-27	-4	0	1	1	0.1	-49	16
O=C(CCc1nc2ccccc2c(=O)[nH]1)Nc1cccc(S(=O)(=O)N2CCOCC2)c1	.	-9	.	3	.	.	15	0.3	17	20
COc1ccc(-c2cc(C(=O)Nc3cccc(O)c3)no2)cc1	3	-9	11	12	31*	4	32	-0.7	-10	5
COc1ccc(CNc2nccs2)cc1	7	3	-8	3	8	-1	7	0.8	-23	11
Cc1cnc(CN(C)C(=O)c2cc(COc3c(F)cccc3F)on2)[nH]1	0	0	-23	2	0	-9	11	-0.1	-10	34
Cc1ccnc(NC(=O)CCCOc2ccc(Cl)cc2C)c1	1	11	-13	7	4	1	1	-0.1	12	2
CC(C)c1ccc(NC(=O)NN2CCOCC2)cc1	-2	36	-143	10	4	-5	1	2.2	-98	4
CCn1c(SCC(=O)N(C)c2ccccc2)nc2c([nH]c3ccccc32)c1=O	13	7	-16	1	4	0	30	-0.2	20	6
CCn1c(SCC(=O)NC(C)c2ccccc2)nc2ccccc21 (stereo not drawn)	4	4	27	2	3	2	-1	0.4	17	5
Cc1oncc1C(=O)N1CCCC(CO)(Cc2ccc(F)cc2F)C1 (stereo not drawn)	-1	37	-32	3	-5	11	0	0.9	-15	12
Cn1nnnc1SCC(=O)N1CCN(S(=O)(=O)c2ccccc2)CC1	-7	2	-4	-5	0	-4	1	3.3	0	14
CCOCCn1c(CCCO)nc2ccccc21	2	16	20	5	0	0	3	0.1	2	3
Cc1ccc(C(=O)Cn2nc(C)c([N+](=O)[O-])c2C)c(C)c1	-2	15	-37	2	4	-4	2	1.9	-8	0
COCCCN1C(=O)C(=O)/C(=C(/O)c2ccc(S(=O)(=O)N3CCOCC3)cc2)C1c1ccc(C(C)C)cc1 (stereo not drawn)	9	-2	13	-1	-2	-2	8	0.3	-14	28
CCCC(=O)Nc1ccc(C(=O)NN=C(C2CC2)C2CC2)cc1	-4	-6	-51	-4	0	2	-1	-0.1	-13	22
C=CCn1c(N)c(C(=O)NC2CCCCC2)sc1=S	1	5	-34	5	1	2	2	0.3	32	13
CN(C(=O)CSc1nc2cc([N+](=O)[O-])ccc2n1-c1ccc(F)cc1)C1CCS(=O)(=O)C1 (stereo not drawn)	8	7	-9	5	-1	1	-12	-0.1	-2	33
O=C1CN(c2nc(-c3ccccc3)c3ccccc3n2)c2ccccc2N1	5	8	8	-8	3	-5	-1	-0.4	37	9
O=C(NCc1ccco1)c1ccccc1O	-6	-15	-23	-5	-4	-2	-4	1.0	-11	8
CC(C)OC(=O)c1cc2c(ccn2C)n1CC(=O)N(Cc1ccccc1)c1ccc(F)cc1	5	7	-9	-6	4	11	4	-0.6	51	11
COc1cccc(NC(=O)CNC(=O)c2ccccc2)c1	9	20	-20	11	1	3	8	1.7	-66	12
COc1cccc(NC(=O)NNC(=O)c2ccc3c(c2)NC(=O)C(C)(C)O3)c1	-2	44	-20	12	3	-3	1	0.0	12	10

Not a retest: an excerpt of the list.
SMILES	IEC-6 cytotox	HSF-1 act	KLF5 inh	HSF1 inhib	HSP90 inh	HDAC3 inhib	Platelet DG rel	HIF act	aSyn UTR inh	AI-2 QS mod
O=C(NCc1ccco1)c1ccccc1O	-6	-15	-23	-5	-4	-2	-4	1.0	-11	8
CC(C)OC(=O)c1cc2c(ccn2C)n1CC(=O)N(Cc1ccccc1)c1ccc(F)cc1	5	7	-9	-6	4	11	4	-0.6	51	11
COc1cccc(NC(=O)CNC(=O)c2ccccc2)c1	9	20	-20	11	1	3	8	1.7	-66	12
COc1cccc(NC(=O)NNC(=O)c2ccc3c(c2)NC(=O)C(C)(C)O3)c1	-2	44	-20	12	3	-3	1	0.0	12	10

(listing goes on)
SMILES	IEC-6 cytotox	HSF-1 act	KLF5 inh	HSF1 inhib	HSP90 inh	HDAC3 inhib	Platelet DG rel	HIF act	aSyn UTR inh	AI-2 QS mod
O=C(NC1CCCN(CCc2ccccc2)C1)c1c(F)cccc1F (stereo not drawn)	0	3	-14	-9	2	-12	5	-1.2	4	12
O=c1oc2ccccc2n1CCc1ccccc1	2	-16	4	-1	-3	1	-3	1.0	6	-3
CC(=O)NC(CCS(C)(=O)=O)C(=O)Nc1ccccc1Cl (stereo not drawn)	-1	12	-20	4	-3	4	1	0.1	-2	17
Cc1cc(C)c2oc(-c3ccc(Cl)c(NC(=O)c4ccc(C#N)cc4F)c3)nc2c1	3	14	-6	-8	1	-6	-28	2.8	-8	21
CCCCN(C(=O)c1cccc(C)c1)c1c(N)n(CCC)c(=O)[nH]c1=O	-3	6	-7	-5	-7	-6	-5	-0.3	2	32
O=C(CSc1nc2ccccc2n1CC(=O)N1CCCC1)N1CCN(C(=O)c2ccco2)CC1	1	3	-20	-3	3	-4	-21	0.1	4	6
COc1ccc(OC)c(C(C)NC(=O)c2ccc(Br)cc2)c1 (stereo not drawn)	3	29	-9	4	-1	.	-4	-0.4	7	-6
COc1ccc(N(C)S(=O)(=O)c2ccc3c(c2)NC(=O)CC(=O)N3)c(OC)c1	-1	-7	-8	-9	4	2	13	-0.2	-16	7
Cc1ccc(NC(=S)NC(NC(=O)C(C)(C)C)C(Cl)(Cl)Cl)c(C)c1 (stereo not drawn)	-4	10	34	-4	0	6	6	0.3	32	1
CCOC(=O)c1sc(N)c(C(=O)Nc2ccccc2)c1C	1	32	-43	24	1	1	-5	2.4	-26	9
O=C(CSc1ccccc1)N1CCCC(Nc2ccccc2)C1 (stereo not drawn)	5	7	-25	0	1	-8	-7	0.0	-5	16
CN(C)CC(=O)c1ccc(-c2ccccc2)cc1	2	21	-16	2	4	0	-5	0.0	36	14
COc1ccc(-n2cnc3ccccc32)cc1	-2	-7	-26	-13	-2	-1	-2	2.5	-41	14
O=C(/C=C/Nc1cccc(O)c1)c1ccccc1	-2	2	-28	10	-4	7	38	0.9	-180	30
Oc1ccc(Br)cc1C=Nc1ccc(Cl)cc1	4	18	10	6	1	-1	1	2.5	-22	23
COc1ccccc1CNC(=O)CCNS(=O)(=O)c1ccc2c(c1)CC(C)N2C(C)=O (stereo not drawn)	-2	-1	-10	2	0	-1	10	-0.1	4	16
Cc1ccc(S(=O)(=O)Nc2ccc(N3CCOCC3)nc2)cc1	10	-10	-7	-13	1	6	-1	-0.7	-21	20
O=C(COC(=O)[C@H](Cc1ccccc1)NC(=O)c1cccs1)Nc1c(Cl)cccc1Cl	5	1	-6	5	4	0	-11	-0.4	21	12
Cc1oc2cc3oc(=O)c(CCC(=O)NC4CC4)c(C)c3cc2c1C	11	14	-49	15	-6	1	5	2.2	-48	18
O=C1C2C3CCC(C3)C2C(=O)N1CNc1ccccc1 (stereo not drawn)	2	17	-20	-4	-1	-3	-3	-0.1	22	15
COC(C(=O)NC(C(C)C)C(C)C)c1ccccc1 (stereo not drawn)	-10	-9	15	-1	-7	-7	-10	-1.9	14	0
COc1ccccc1N(C(=O)CNC(=O)c1ccco1)C(C(=O)NC1CCCC1)c1ccco1 (stereo not drawn)	-2	4	-6	1	-1	2	5	-0.1	-15	24
COc1ccc(/C=C(\NC(=O)c2ccccc2)C(=O)N2CCN(C)CC2)cc1OC	-1	-13	14	-7	-4	13	2	0.1	-22	15
Cn1c(=O)[nH]c(=O)c2[nH]c(CN3CCN(C(=O)c4ccco4)CC3)nc21	4	-3	-28	-1	3	4	0	-0.4	22	4
O=C(CSc1nnc(Cc2ccccc2)o1)NCc1ccco1	4	1	-38	3	1	2	5	-0.1	15	5
COc1ccc(-c2[nH]ncc2CN2CCCO2)c(F)c1	0	9	-21	-5	1	0	-6	0.2	-4	0
O=C(C1CCN(S(=O)(=O)c2cccc3nsnc23)CC1)N1CCn2c1nc1ccccc12	-1	-8	-19	-1	1	0	-3	-0.8	27	36
CN(C)Cc1nnnn1-c1cccc(-n2nnnc2CN(C)C)c1	-2	0	-3	-4	0	3	25	-0.7	8	10
CCOc1ccccc1NC(=O)c1c(Br)cnn1C	0	2	16	2	0	.	-8	-0.5	-19	-1
COc1ccccc1C(=O)COC(=O)c1ccccc1OCC(=O)Nc1ccc(SC(F)F)cc1	1	-55	-16	-48	-3	2	-37	0.0	-16	16
O=C(COc1cc(Cl)c(Cl)cc1Cl)NCCc1ccccn1	2	1	-10	10	1	-2	-11	-0.3	-8	2
